hIAP activ = increases human intestinal alkaline phosphatase activity; P09923; purified human IAP, CDP-Star luminescence, 30 min; active compounds read high; 1 = vehicle-only enzyme, 0 = enzyme-free background; activation factor at 10 µM; 330,000 tested, 0.16% active; AID 2524;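 active = activation factor of the enzyme at least 2-fold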; also: the source names both 10 and 20 µM as test concentration; values of inactives mirror those of a sister screen read the other way
Target sequence (P09923 whole entry, looked up): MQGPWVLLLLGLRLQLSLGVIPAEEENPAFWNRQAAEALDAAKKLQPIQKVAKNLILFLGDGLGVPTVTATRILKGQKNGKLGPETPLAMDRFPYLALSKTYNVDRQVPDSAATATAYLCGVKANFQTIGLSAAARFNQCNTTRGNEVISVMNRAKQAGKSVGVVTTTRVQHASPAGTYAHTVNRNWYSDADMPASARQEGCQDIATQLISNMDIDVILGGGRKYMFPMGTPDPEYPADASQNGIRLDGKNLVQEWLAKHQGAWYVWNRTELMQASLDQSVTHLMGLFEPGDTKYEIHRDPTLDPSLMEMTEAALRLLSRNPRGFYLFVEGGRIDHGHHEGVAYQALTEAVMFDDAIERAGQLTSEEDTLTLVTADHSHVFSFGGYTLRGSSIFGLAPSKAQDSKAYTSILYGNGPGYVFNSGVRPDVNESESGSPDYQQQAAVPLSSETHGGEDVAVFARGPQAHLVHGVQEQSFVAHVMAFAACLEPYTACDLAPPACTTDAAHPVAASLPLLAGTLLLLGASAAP
Apaf-1 inh = inhibitors of human Apaf-1 apoptosome. reconstituted apoptosome caspase-3 activity, DEVD-Rh110 fluorescence. inhibition, % at 20 µM. 330,000 tested, 0.71% active. AID 489030; active = inhibition of at least 40% at 20 µM;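 also: plate controls were DMSO wells for no effect and DEVD-CHO caspase inhibitor wells for full effect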
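System: Apoptosome proteins | Medium: Hepes pH 7.5 with detergent and BSA | Also added: Cytochrome c trigger plus (Z-DEVD)2-Rh110 caspase-3 substrate | Incubation: 30 min compound preincubation, 50 min activation, room temperature | Detection: Rhodamine 110 fluorescence at Ex 480/Em 540 nm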
hIAP inh = blocks human intestinal alkaline phosphatase; P09923; purified IAP, CDP-Star luminescence, 30 min; 330,000 tested, 0.12% active; AID 2544; inhibition, % at 10 µM;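 active = inhibition reaching a set limit with compound at 10 µM in the primary screen, cut at about 35% in these data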;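 also: plate controls were DMSO wells with enzyme for no effect and no-enzyme buffer wells for full effect; values of inactives mirror those of a sister screen read the other way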
TIM10 inh = TIM10 yeast growth inhibition; S. cerevisiae TIM10 strain growth, BacTiter-Glo luminescence, 24 h; inhibition, % at 10 µM; 330,000 tested, 1.4% active; AID 463195;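 active = inhibition of 40% or more at the single tested concentration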;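 also: wild-type TIM10 isogenic control strain grown at permissive 25 °C; 0% = DMSO yeast wells and 100% = minimal medium wells without yeast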
mIAP inh = mouse IAP inhibition | purified mouse IAP, CDP-Star luminescence, 30 min | inhibition, % at 10 µM | 330,000 tested, 0.2% active;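 active = inhibition of at least 40% at 10 µM in the primary screen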;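 also: plate controls were DMSO with enzyme for no effect and no enzyme wells for full effect; values of inactives mirror those of a sister screen read the other way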
ATG4B inh = blocks human ATG4B protease cleavage of LC3 substrate | inhibition, % at 8.33 µM | Q9Y4P1 | 340,000 tested, 0.51% active | ATG4B cleavage of LC3-PLA2, NBD-HPC fluorescence, 1 h; in the data active = inhibition above about 40%
Target sequence (Q9Y4P1 whole entry, looked up): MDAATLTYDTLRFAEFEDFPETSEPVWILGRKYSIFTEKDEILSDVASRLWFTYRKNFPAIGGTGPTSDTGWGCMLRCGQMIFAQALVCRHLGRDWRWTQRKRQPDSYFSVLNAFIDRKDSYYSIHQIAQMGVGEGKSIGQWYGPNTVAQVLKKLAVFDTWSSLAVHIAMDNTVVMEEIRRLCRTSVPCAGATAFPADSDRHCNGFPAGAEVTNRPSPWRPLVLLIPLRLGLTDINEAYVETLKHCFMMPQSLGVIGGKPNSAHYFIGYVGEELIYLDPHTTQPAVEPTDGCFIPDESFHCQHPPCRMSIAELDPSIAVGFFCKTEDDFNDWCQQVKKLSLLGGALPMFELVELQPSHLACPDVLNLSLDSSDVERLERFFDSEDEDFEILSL
NALP3 yeast inh = inhibitors of NALP3 inflammasome in yeast | Yeast reconstituted NLRP3/ASC/caspase-1, beta-gal luminescence, 24 h | inhibition, % at 10 µM | 330,000 tested, 0.39% active | AID 2825;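 active = inhibition of 50% or more; inactive = inhibition below 50%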;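 also: plate controls were induced DMSO wells for no effect and uninduced yeast grown without galactose for full effect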
tim10-1 inh = inhibits growth of tim10-1 mutant yeast; 330,000 tested, 2.2% active; S. cerevisiae tim10-1 ts strain growth, BacTiter-Glo, 24 h; inhibition, % at 20 µM;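 active = inhibition of at least 40%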;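 also: mutant grown at 25 °C; 0% = DMSO wells with yeast and 100% = wells holding no yeast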
mIAP act = mouse IAP activation; muIAP, CDP-Star luminescence, 30 min; active compounds read high; 1 = vehicle-only enzyme signal, 0 = enzyme-free wells; activation factor at 10 µM; 330,000 tested, 0.24% active; AID 2805;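 active = activation factor of at least 2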; also: the source names both 10 and 20 µM as test concentration; values of inactives mirror those of a sister screen read the other way
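System: mouse IAP enzyme. Reagent: CDP-Star chemiluminescent phosphatase substrate. Benchmarks: DMSO wells, no-enzyme wells. Times: 30 min enzyme-substrate-compound incubation at room temperature. Detection: luminescence from enzymatic CDP-Star hydrolysis. Doses: test compounds delivered from DMSO solution.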
An asterisk follows results filed as active; . = not tested or not shown.

SMILES | hIAP activ | Apaf-1 inh | hIAP inh | TIM10 inh | mIAP inh | ATG4B inh | NALP3 yeast inh | tim10-1 inh | mIAP act
Cc1cc(C(=O)N2CCCC(N3CCN(c4cccc(Cl)c4)CC3)C2)n(C)n1 (centres undefined) | 1.3 | -1 | -25 | 4 | 6 | 0 | 14 | 13 | 0.94
Cc1ccc(S(=O)(=O)NCCc2nnc3ccc(SCC(=O)Nc4nc5ccccc5s4)nn23)cc1 | 0.91 | 4 | 9 | 10 | 3 | . | 7 | 6 | 0.97
O=C(NN=C1CCCCCCC1)C(=O)NC1CCCCC1 | 0.88 | 1 | 12 | -8 | 0 | -6 | 5 | 9 | 1
O=C(Nc1ccc2c(c1)OCCO2)c1cccc(S(=O)(=O)N2CCCCC2)c1 | 0.93 | -9 | 7 | 26 | 0 | 3 | 14 | 33 | 1
Fc1ccccc1N1CCN(c2nc3ccccc3n3nnnc23)CC1 | 0.95 | 9 | 5 | 1 | 2 | 4 | 32 | 10 | 0.98
COc1cccc(C(C(=O)NC2CCCC2)N(Cc2cccnc2)C(=O)Cc2cccs2)c1 (centres undefined) | 0.98 | 8 | 2 | -11 | -1 | -8 | 5 | 10 | 1
CCOc1ccccc1Nc1ncccc1C(=O)N1CCCC1 | 0.93 | -29 | 7 | 6 | -4 | -1 | 14 | 23 | 1
CCOC(=O)C1(Cc2ccccc2)CCCN(Cc2ccccn2)C1 (centres undefined) | 0.88 | -7 | 12 | 12 | 2 | -3 | 19 | -4 | 0.97
Cc1cccc(CN2CCN(c3ccccn3)CC2)c1 | 0.86 | -5 | 14 | -8 | 1 | -4 | 8 | 4 | 0.99
Cc1ccc(C(=O)OCC(=O)Nc2ccc(S(N)(=O)=O)cc2)c(O)c1 | 0.98 | -16 | 2 | -18 | 7 | -2 | 0 | -8 | 0.93
Cc1ccccc1C(=O)NC(=S)Nc1ccc(N2CCOCC2)cc1 | 0.88 | 6 | 12 | -22 | 6 | 3 | 2 | 2 | 0.94
O=C(COc1cccnc1[N+](=O)[O-])NCCc1ccc(Cl)cc1Cl | 0.87 | -25 | 13 | 12 | 6 | 1 | 20 | 12 | 0.94
O=C(COC(=O)CCc1ccccc1)NCc1ccc2c(c1)OCO2 | 1 | 7 | -1 | 0 | 3 | -2 | 8 | 8 | 0.97
O=c1cc(-c2ccccc2)nc(N2CCN(Cc3ccc4c(c3)OCO4)CC2)[nH]1 | 0.95 | 14 | 5 | -4 | 9 | -2 | 10 | 11 | 0.91
CN(c1ccc(Cl)cc1)S(=O)(=O)c1nnc(NC(=O)C(C)(C)C)s1 | 0.97 | 8 | 3 | -2 | 3 | -3 | 10 | 4 | 0.97
CC(C)CCNC(=O)C1CCCN1C(=O)NC1CCCCC1 (centres undefined) | 0.97 | 0 | 3 | 2 | -4 | 3 | 14 | 13 | 1
OCC1(CCOc2ccccc2)CCN(CC2=Cc3cc(Cl)ccc3OC2)CC1 | 0.86 | 25 | 14 | -10 | 2 | -12 | 28 | -50 | 0.97
Cc1ccc(NC(=O)CN(C)S(=O)(=O)c2cnc[nH]2)c(C)c1 | 0.93 | -3 | 7 | -4 | 7 | 7 | 7 | 1 | 0.93
CCOC(=O)CN1C(=O)N[C@@H](CCc2ccccc2)[C@H](C(C)=O)[C@H]1C | 0.98 | 7 | 2 | 14 | -1 | 10 | 7 | 3 | 1
CC1CCN(C2CC(=O)N(c3ccccc3)C2=O)CC1 (centres undefined) | 0.93 | 2 | 7 | 6 | 1 | 1 | 25 | 27 | 0.99
COC(=O)Cn1c(=O)c2c(nc3n2CC(C)CN3c2ccc(C)c(C)c2)n(C)c1=O (centres undefined) | 0.92 | 13 | 8 | -15 | 10 | 3 | 28 | -15 | 0.9
O=C(NCc1ccccc1)C1=C[C@@H](c2coc3ccccc3c2=O)C[C@@H](OCCCCO)O1 | 1 | 4 | -3 | 1 | -3 | -9 | 9 | -8 | 1
O=C(C1=NN(c2ccccc2)C(=O)CC1)N1CCc2ccccc2C1 | 0.94 | -4 | 6 | 6 | 10 | -3 | 15 | 30 | 0.91
C=CCc1cccc(/C=N/NC(=O)C(C)Nc2cccc(C)c2)c1O (centres undefined) | 0.96 | 11 | 4 | 29 | 19 | -1 | 14 | 25 | 0.81
Nc1cccc(NC(=O)c2ccco2)c1 | 0.88 | 4 | 12 | 0 | -5 | -1 | 16 | 3 | 1.1
CCCCN(C(=O)CSc1cc(C)c2ccc(OC)cc2n1)c1c(N)n(Cc2ccccc2)c(=O)[nH]c1=O | 1.1 | 8 | -6 | 17 | 0 | -19 | 5 | 21 | 0.99
C=CCOC(=O)/C(=C/c1ccco1)NC(=O)/C=C/c1ccccc1 | 1.3 | 4 | -32 | 15 | 4 | -7 | 5 | 15 | 0.96
O=C(Nc1ccccc1)c1c(F)cccc1F | 1.1 | -12 | -8 | 8 | 8 | 1 | 1 | 16 | 0.93
CC(C)(C)n1nc(C2CC2)cc1NC(=O)Nc1ccc(Cl)cc1 | 1.2 | 13 | -16 | 5 | -51 | 6 | 14 | 16 | 1.5
Cc1cc(=O)oc2ccc(OCC(=O)O)cc12 | 0.92 | -12 | 8 | 4 | 12 | 3 | -12 | 6 | 0.88
O=C(NC[C@@H]1CC[C@@H](Cc2ccc(-c3ccccc3)cc2)O1)Nc1ccc(Br)cc1 | . | 17 | . | -11 | -325 | 42* | . | 22 | 4.2*
CC(=O)c1c(C)[nH]c(C(=O)OCc2ccc([N+](=O)[O-])cc2)c1C | 0.99 | 9 | 1 | -5 | -4 | -6 | 6 | 16 | 1
Cc1ccc(S(=O)(=O)N/N=C(\c2ccccc2)c2cccnc2)cc1 | 1.1 | 8 | -9 | 14 | 4 | -5 | 16 | 23 | 0.96
CC(=O)c1ccc2c(c1)OCCOCCOCCOCCOCCO2 | 0.93 | -8 | 7 | 10 | -1 | 1 | 6 | 12 | 1
O=C(CCCOc1ccc(Cl)cc1Cl)N/N=C/c1cccc([N+](=O)[O-])c1 | 1 | 8 | -1 | 10 | 15 | -8 | 1 | 12 | 0.85
O=C(CCCCCN1C(=O)c2cccc3cccc(c23)C1=O)NCCO | 0.91 | 2 | 9 | 4 | 10 | -8 | 16 | -1 | 0.9
CCc1noc(C)c1C(=O)Nc1ccccc1C(C)(C)C | 0.92 | 2 | 8 | 18 | -4 | -7 | 7 | -1 | 1
O=C(Nc1ccccc1)C1CC(=O)N(c2ccc3c4c(cccc24)CC3)C1 (centres undefined) | 1 | 9 | 0 | 9 | -5 | -9 | -4 | 13 | 1
Cn1cnc2c1c(=O)[nH]c(=O)n2Cc1ccccc1 | 1 | -16 | -1 | -6 | 6 | -1 | 14 | 2 | 0.94
CCC(C)n1c(=O)c2sccc2n2c(CCCC(=O)N3CCC(C(N)=O)CC3)nnc12 (centres undefined) | 0.98 | 16 | 2 | 0 | -14 | 4 | 15 | -4 | 1.1
COc1ccc(-c2cc(C)no2)cc1S(=O)(=O)N1CCN(c2ccc([N+](=O)[O-])cc2)CC1 | 0.98 | 7 | 2 | 11 | 16 | 1 | 21 | 37 | 0.84
COc1nc(-c2ccccc2)cc(C(F)(F)F)n1 | 0.89 | -12 | 11 | 7 | 6 | 2 | 2 | 12 | 0.94
CCN(CC)C(=O)CSc1nnc(-c2cnccn2)n1-c1ccc(C)cc1 | 0.92 | -6 | 8 | 23 | 2 | -12 | 0 | 21 | 0.98
Cn1ncc(Cl)c1C(=O)Nc1ccc2c(c1)CCC2 | 1.3 | 6 | -29 | 6 | 5 | 1 | 26 | -3 | 0.95
CCCCN(C)CC(O)Cn1cc(/C=C/C(=O)c2ccc(OCC)cc2)c2ccccc21 (centres undefined) | 0.79 | 35 | 21 | 6 | 8 | . | 17 | -5 | 0.92
CC1CCc2c(sc3nc(CN4CCOCC4)nc(Sc4ccccc4)c23)C1 (centres undefined) | 1.1 | -4 | -14 | 8 | 11 | -5 | 13 | -4 | 0.89
O=C(C1CCN(c2nnc(-n3cccc3)s2)CC1)N1CCN(c2cccc(C(F)(F)F)c2)CC1 | 1.1 | 15 | -10 | 8 | -8 | 0 | 11 | -7 | 1.1
O=C(Nc1cccnc1)c1cccs1 | 1 | -18 | -4 | 6 | 3 | 8 | 7 | -1 | 0.97
CC(=O)OCCN(CCOC(C)=O)c1c(C)[nH]c(=O)[nH]c1=O | 1.1 | -5 | -11 | 11 | -5 | 1 | -12 | 5 | 1.1
Cc1ccc2oc(=O)c3cc(C(=O)NCCN4CCN(C)CC4)sc3c2c1 | 1 | 5 | -3 | 14 | -3 | -4 | 17 | 14 | 1
CN(C(=O)COC(=O)c1cccnc1Nc1ccccc1F)C1CCS(=O)(=O)C1 (centres undefined) | 0.94 | -10 | 6 | 13 | 2 | 9 | -12 | 5 | 0.98
Nc1ccc(N2CCCCC2)c2nonc12 | 0.94 | 97* | 6 | 21 | 4 | -7 | 14 | 8 | 0.96
CCOC(=O)C(=O)/C(=C\N(C)C)c1onc(-c2c(F)cccc2Cl)c1C(=O)OC | 0.82 | -1 | 18 | 13 | 4 | -12 | 5 | 17 | 0.96
Clc1ccc(Sc2cc(N3CCOCC3)nc(-c3ccccc3)n2)cc1 | 1.1 | 8 | -5 | 6 | 5 | -11 | 6 | -5 | 0.95
O=C(CSc1nc2ccccc2o1)c1ccc2c(c1)OCCO2 | 1.1 | 18 | -5 | 2 | 3 | 6 | 14 | 18 | 0.97
COc1ccc(C2=NOC3(CC(=O)N(c4ccc(F)cc4)C3=O)C2)cc1 (centres undefined) | 0.92 | -8 | 8 | 16 | 8 | -9 | 0 | 6 | 0.92
CC1=C(C(=O)OC(C)C)C(c2ccc(O)cc2)NC(=O)N1 (centres undefined) | 1 | -12 | -1 | -9 | -6 | -4 | 16 | 3 | 1.1
O=C(CSc1nc2ccc(NC(=O)C3CCCCC3)cc2s1)NCC1CCCO1 (centres undefined) | 1.1 | 5 | -7 | 13 | -13 | 4 | -12 | 7 | 1.1
CCCCNC(=O)c1ccc2c(SCC(=O)O)c3c(nc2c1)CCCC3 | 0.93 | -4 | 7 | 1 | 2 | 9 | 8 | 4 | 0.98
O=C(CN1C(=O)CC(c2ccccc2)S(=O)(=O)c2ccccc21)NC1CCCC1 (centres undefined) | 0.98 | 2 | 2 | -5 | 5 | -14 | 9 | 0 | 0.95
CCCCOc1ccccc1-c1ccccc1CN1[C@@H](C(C)C)COCCS1(=O)=O | . | 20 | . | 4 | 0 | -4 | . | 23 | 0.99
Cn1nc(-c2ccc(OCC(N)=O)cc2)c2ccccc2c1=O | 0.92 | -12 | 8 | -8 | 1 | -5 | 0 | 10 | 0.99

Full records, quoted from the list. Screens in order: hIAP activ | Apaf-1 inh | hIAP inh | TIM10 inh | mIAP inh | ATG4B inh | NALP3 yeast inh | tim10-1 inh | mIAP act
Shown for Cc1cc(C(=O)N2CCCC(N3CCN(c4cccc(Cl)c4)CC3)C2)n(C)n1 (centres undefined) → 1.3 | -1 | -25 | 4 | 6 | 0 | 14 | 13 | 0.94
Shown for CCN(CC)C(=O)CSc1nnc(-c2cnccn2)n1-c1ccc(C)cc1 → 0.92 | -6 | 8 | 23 | 2 | -12 | 0 | 21 | 0.98
Shown for O=C(CSc1nc2ccc(NC(=O)C3CCCCC3)cc2s1)NCC1CCCO1 (centres undefined) → 1.1 | 5 | -7 | 13 | -13 | 4 | -12 | 7 | 1.1
Shown for O=C(C1=NN(c2ccccc2)C(=O)CC1)N1CCc2ccccc2C1 → 0.94 | -4 | 6 | 6 | 10 | -3 | 15 | 30 | 0.91
